Screening results from PubChem BioAssay.
TRPC4 agonist: TRPC4 (mouse) channel activation | Q9QUQ5 | B-score at 10 µM | AID 2237 | HEK293 TRPC4beta/mu-opioid, Fluo4 calcium fluorescence; active compounds read high | 310,000 compounds, 0.49% hits;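 active means B-score above 5 SD of library B-scores, and initial fluorescence ratio not above library mean plus 5 SD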;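 further: positive B-score marks a calcium rise read as TRPC4 activation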
Target sequence (Q9QUQ5 whole entry, looked up): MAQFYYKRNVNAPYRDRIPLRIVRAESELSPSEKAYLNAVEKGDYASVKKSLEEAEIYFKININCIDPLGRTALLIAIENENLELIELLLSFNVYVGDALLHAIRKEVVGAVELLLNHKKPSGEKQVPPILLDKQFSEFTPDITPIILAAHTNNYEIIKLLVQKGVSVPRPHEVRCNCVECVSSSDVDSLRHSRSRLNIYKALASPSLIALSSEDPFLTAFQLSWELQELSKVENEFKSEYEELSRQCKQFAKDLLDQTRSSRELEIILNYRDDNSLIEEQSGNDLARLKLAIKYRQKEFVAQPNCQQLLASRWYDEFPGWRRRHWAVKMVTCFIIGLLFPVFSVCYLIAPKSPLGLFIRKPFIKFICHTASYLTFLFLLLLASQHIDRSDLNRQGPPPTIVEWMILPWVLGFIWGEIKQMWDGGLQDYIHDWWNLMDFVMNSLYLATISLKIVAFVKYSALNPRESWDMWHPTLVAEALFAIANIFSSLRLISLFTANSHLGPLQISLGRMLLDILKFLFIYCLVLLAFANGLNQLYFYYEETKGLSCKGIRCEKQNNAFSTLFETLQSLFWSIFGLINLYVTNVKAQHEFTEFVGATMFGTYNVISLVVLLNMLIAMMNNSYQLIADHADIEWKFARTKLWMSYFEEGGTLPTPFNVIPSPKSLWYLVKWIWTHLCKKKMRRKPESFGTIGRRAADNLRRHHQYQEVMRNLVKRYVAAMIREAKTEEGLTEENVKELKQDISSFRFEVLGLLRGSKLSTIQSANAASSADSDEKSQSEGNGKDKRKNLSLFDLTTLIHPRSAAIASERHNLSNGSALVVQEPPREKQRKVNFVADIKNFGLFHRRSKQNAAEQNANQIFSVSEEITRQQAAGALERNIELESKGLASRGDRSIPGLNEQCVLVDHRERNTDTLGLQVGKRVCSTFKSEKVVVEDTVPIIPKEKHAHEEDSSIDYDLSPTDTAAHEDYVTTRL
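Assay system: HEK293 stable line with TRPC4beta plus mu-opioid receptor. Times: dye 45 min RT, read 110 s. Measured by: kinetic Fluo4 calcium fluorescence. Measure: B score of integrated ratio. Controls: assay buffer as low control, maximal DAMGO as high control.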
KCNK3 inh: human KCNK3 channel inhibition, primary screen; CHO-KCNK3 thallium flux, FluxOR fluorescence; active compounds read low; B-score at 10 µM; 340,000 compounds, 0.84% hits; AID 602410;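 active means B-score under library mean minus 4 SD, starting fluorescence ratio at most library mean plus 5 SD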;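 further: more negative B-score means stronger inhibition of thallium flux through KCNK3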
TRPC4 potent: allosteric potentiators of mouse TRPC4 channel. Q9QUQ5. HEK293 TRPC4beta/mu-opioid, DAMGO EC20, Fluo-4 Ca2+ flux; active compounds read high. B-score at 10 µM. 310,000 compounds, 0.42% hits. AID 2227;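 active means B-score of calcium response area above 5 SD of library B-scores, with initial fluorescence ratio within 5 SD of library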;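 further: B-score of integrated fluorescence ratio over time as area under calcium response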
TRPC4 block: blocks the mouse TRPC4 cation channel; HEK293 TRPC4beta/mu-opioid, DAMGO-evoked Fluo4 calcium flux; active compounds read low; Q9QUQ5; B-score at 10 µM; 300,000 compounds, 0.39% hits;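 active means B-score over 3 SD under the library average, no early fluorescence shift, positive overall ratio signal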
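Material: HEK293 cells with stable TRPC4beta plus mu-opioid receptor expression; probe or stimulus: DAMGO in two steps, submaximal then maximal; technique: Fluo4 calcium fluorescence by kinetic imaging, 5 s 1 Hz baseline; measure: integrated fluorescence ratio relative to baseline, converted to per-well B score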
Platelet DG rel: modulates dense granule release in human platelets; human platelet-rich plasma, SFLLRN dense granule ATP release, luminescence; inhibition, %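 (compounds screened at 7.5 µM in platelet-rich plasma)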; 300,000 compounds, 0.22% hits; AID 1663;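 active means mean replicate score, as percent of positive control, at or above 50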
hERG rescue: shields human hERG channel from block by proarrhythmic agents. AID 1511. activation (rescue from dofetilide block), less the hit threshold, % at 10 µM. CHO-hERG, FluxOR thallium flux, dofetilide IC70 present. 310,000 compounds, 0.51% hits;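 active means activation above the mean of controls blocked by dofetilide plus 5 SD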;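 further: thallium influx through hERG after potassium depolarization seen as dye fluorescence rise; in these data hits start at about 4.7%; inactives centre near -7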
KCNK9 inh: human KCNK9 channel inhibition. 310,000 compounds, 1.2% hits. B-score at 10 µM. HEK293 KCNK9, FluxOR thallium flux fluorescence; active compounds read low;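 active means ratio B-score over 3 SD below the library mean, with starting fluorescence within 5 SD of its mean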;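 further: negative B-score means less thallium flux so channel inhibition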
KCNQ1 pot: potentiates or activates the human KCNQ1 potassium channel; P51787; CHO-K1 KCNQ1, thallium flux FluxOR fluorescence; active compounds read high; B-score at 10 µM; 310,000 compounds, 0.35% hits;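 active means fluorescence ratio B-score, a plate-corrected score, at least three library SD, with initial intensity B-score within 5 SD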
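Assay system: CHO-K1 cells stably expressing KCNQ1; Medium: assay buffer with matched DMSO; Also added: K+/Tl+ depolarizing stimulus; Dosing: single dose; Timing: dye 90 min, compound 20 min, room temperature; Measured by: kinetic FluxOR thallium fluorescence, 10-s 1-Hz baseline, 110-s post-stimulus read; Read-out: peak-minus-minimum fluorescence over initial fluorescence, negative-control normalized, B-scored.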
Dyrk1A ADPGlo: blocks rat Dyrk1A kinase activity | ADP-Glo luminescence, NFATc1 peptide | inhibition, % at 12.5 µM | 310,000 compounds, 0.43% hits | Q63470 | AID 504441; in the data active means inhibition above about 50%;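 further: plate controls were vehicle with enzyme for no effect and no enzyme for full effect; many of its hits are not listed in these tables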
KCNQ1 block: blocks the human KCNQ1 potassium channel; P51787; CHO-K1 KCNQ1, FluxOR thallium flux fluorescence; active compounds read high; 310,000 compounds, 1.3% hits; B-score at 10 µM;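 active means compounds whose thallium flux B-score, printed positive for inhibition, exceeds three library SD while starting fluorescence stays within three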;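 further: channel opened by potassium depolarization with thallium stimulus after 20 min compound exposure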
PolyA inh: inhibitors of polyadenylation in S. cerevisiae; S. cerevisiae SKY197-pL101 polyadenylation reporter, beta-gal luminescence; efflux-impaired pdr1/pdr3 knockout yeast; score 100 = 6 SD above DMSO; calls only at 12 µM; 300,000 compounds, 0.02% hits;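 active means lowest replicate activity score at least 50, where 100 means six control SD above control mean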;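 further: yeast exposed to compound for 9 h at 30 °C; higher score means more reporter readthrough which indicates perturbed polyadenylation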
* marks the source's active call; other numbers are inactive results; i = inactive; nt = no result given.

SMILES	TRPC4 agonist	KCNK3 inh	TRPC4 potent	TRPC4 block	Platelet DG rel	hERG rescue	KCNK9 inh	KCNQ1 pot	Dyrk1A ADPGlo	KCNQ1 block	PolyA inh
CCN1CCN(C(=O)c2sc3nc(C)nc(N4CCC(C)CC4)c3c2C)CC1	i	i	i	i	nt	-4	i	i	-3	i	i
O=S1(=O)N=C(Nc2ccc(S(=O)(=O)N3CCCCC3)cc2)c2ccccc21	i	i	i	i	4	-5	i	i	2	i	i
Cc1cccc(N2CN=c3s/c(=C\c4ccccn4)c(=O)n3C2)c1	i	i	i	i	14	-9	i	i	6	i	i
COc1cccc(CC2(CO)CCN(C(=O)NC3CCCCC3)CC2)c1	i	i	i	i	3	8.7*	i	i	12	i	i
Cc1ccc2nc(-c3ccsc3)c(NC3CCCC3)n2c1	i	i	i	i	12	-6	i	i	-1	i	i
CCc1ccc2oc(-c3cc(N=Cc4cccc(OC)c4O)ccc3O)nc2c1	i	nt	i	i	13	-10	i	i	nt	i	i
N#Cc1c(-c2ccco2)nc(NCC2CCCO2)[nH]c1=O (centres undefined)	i	i	i	i	1	-4	i	i	12	i	i
COc1ccccc1NC(=O)C1CCOC1=O (centres undefined)	i	i	i	i	-5	-5	i	i	nt	i	i
CCN(C(=O)COC(=O)/C=C/c1cccc(Br)c1)C1CCS(=O)(=O)C1 (centres undefined)	i	i	i	i	1	-7	i	i	1	i	i
Cc1noc(/C=C/c2ccco2)c1S(=O)(=O)N1CCC(C(=O)N2c3ccccc3CC2C)CC1 (centres undefined)	i	i	i	i	-1	-17	i	i	5	i	i
Cc1nc2scc(-c3ccco3)c2c(=O)n1/N=C/N(C)C	i	i	i	i	-5	-3	i	i	7	i	i
CC1CN(CC(=O)Nc2nc(-c3ccc(Cl)cc3)cs2)CC(C)O1 (centres undefined)	i	i	i	i	-2	-4	i	i	2	i	i
Cn1c(SCC(=O)Nc2ccccc2)nc(O)cc1=O	i	i	i	i	-7	-14	i	i	-7	i	i
Cc1cccn2c(=O)c3cc(C(=O)N4c5ccccc5CC4C)n(C)c3nc12 (centres undefined)	i	i	i	i	-1	9.2*	i	i	1	i	i
CCOC(=O)c1c(C)[nH]c2c1cc(O)c1ccccc12	i	i	i	i	-3	-2	i	i	13	i	i
CCn1c(COc2cccc(C)c2)nnc1SCC(=O)CC(=O)Nc1ccccc1OC	i	i	i	i	-3	-5	i	i	10	i	nt
COc1cccc(C(C(=O)NC(C)(C)C)N(C(=O)CCC(=O)Nc2cc(C)on2)C2CC2)c1OC (centres undefined)	i	i	i	i	3	-7	i	i	3	i	i
COCCn1c(C)cc(C(=O)COC(=O)c2cncc(Br)c2)c1C	i	i	i	i	2	-5	i	i	-3	i	i
CCc1nnc(NC(=O)[C@@H](NC(=O)c2cc(OC)cc(OC)c2)C(C)C)s1	i	i	i	i	7	0	i	i	-1	i	i
NC(N)=NC(N)=NCCc1ccccc1	i	i	i	i	6	-3	i	i	-8	i	i
Cc1onc(NC(=O)c2ccc([N+](=O)[O-])o2)c1Br	i	i	i	i	8	-1	i	i	1	i	i
COCCCN1C(=O)C(=O)/C(=C(/O)c2ccc(OC)cc2)C1c1cccc(OC)c1 (centres undefined)	i	i	i	i	-1	-2	i	i	-8	i	i
Clc1ccccc1OCCn1ccnc1	i	i	i	i	-1	-13	i	i	0	i	i
Cc1cccc(C)c1OCc1cc(C(=O)N2CCN(C3CCCC3)CC2)no1	i	i	i	i	1	-18	i	i	2	i	i
CC1(C)Cc2c(sc(NC(=O)c3ccc4c(c3)OCCO4)c2C(N)=O)C(C)(C)N1	i	i	i	i	-2	-8	i	i	1	i	i
SMILES	TRPC4 agonist	KCNK3 inh	TRPC4 potent	TRPC4 block	Platelet DG rel	hERG rescue	KCNK9 inh	KCNQ1 pot	Dyrk1A ADPGlo	KCNQ1 block	PolyA inh
N#C/C(=C\c1ccc[nH]1)C(=O)c1ccccc1	i	i	i	i	8	-3	i	i	-4	i	i
CCOc1cc(/C=N/NC(=O)c2ccc(CN3CCOCC3)cc2)ccc1OCc1ccccc1	i	i	i	i	10	-1	i	i	-2	i	i
CCn1c(CNC(=O)c2ccccc2OC)nnc1SCC(=O)c1ccc(F)cc1	i	i	i	i	7	-4	i	i	-2	i	i
O=C(COC(=O)CCc1nc2ccccc2c(=O)[nH]1)NC1CCS(=O)(=O)C1 (centres undefined)	i	i	i	i	-3	-4	i	i	-3	i	i
CCC(=O)N1CCN(c2ccc(NC(=O)c3ccc4ccccc4c3)cc2)CC1	i	i	i	i	1	-4	i	i	-3	i	i
Cc1cc(C)c(C#N)c(SCC(=O)N2CCCCC2)n1	i	i	i	i	-2	-3	i	i	4	i	i
CCOC(=O)c1c(NC(=O)COC(=O)c2ccc(O)cc2)sc(C(=O)NC)c1C	i	i	i	i	-2	-3	i	i	-2	i	i
Nc1c(C(=O)c2ccc(Br)s2)oc2ccccc12	i	i	i	i	-1	-11	i	i	6	i	i
Cc1cc(NC(=O)CSc2ccc(-c3ccccc3)nn2)no1	i	i	i	i	2	-7	i	i	4	i	i
COc1ccc(-c2ccc(CCC(=O)O)n2CC2CCCO2)cc1 (centres undefined)	i	i	i	i	4	-7	i	i	2	i	i
Nc1ccc2nc(-c3ccc(-c4nc5ccc(N)cc5[nH]4)cc3)[nH]c2c1	i	nt	i	i	2	0	i	i	nt	i	i
S=c1[nH]nc(-c2ccccc2)n1/N=C/c1cccs1	i	i	i	i	-4	0	i	i	23	i	i
CN1C(=O)C2(OCC(C)([N+](=O)[O-])CO2)c2ccccc21 (centres undefined)	i	i	i	i	2	8.6*	i	i	nt	i	i
O=C(COC(=O)c1cc(-c2ccncc2)nc2ccccc12)Nc1ccc2c(c1)OCO2	i	nt	i	i	-2	-4	i	i	nt	i	i
COc1cc2ccccc2cc1C(=O)NCCCN1CCOCC1	i	i	i	i	-16	1	i	i	31	i	i
COc1ccc(NC(=O)CCN2C(=O)c3ccccc3C2=O)c(OC)c1	i	i	i	i	0	-7	i	i	-3	i	i
COc1cccc(C2C3=C(CC(C)(C)CC3=O)Nc3cc4c(cc32)OCO4)c1 (centres undefined)	i	i	i	i	-2	-2	i	i	8	i	i
CC(C)C(C(=O)NC1CCCC1)N(CC1CCCO1)C(=O)CNS(=O)(=O)c1ccc(F)cc1 (centres undefined)	i	i	i	i	-1	-3	i	i	0	i	i
C/C(=N\NC(=S)Nc1c(C)cccc1C)c1cc2ccccc2o1	i	i	i	i	5	2	i	i	-2	i	i
Cn1c(CN2CCCC2)nc2cc(NC(=O)c3ccco3)ccc21	i	i	i	i	-3	1	i	i	1	i	i
COc1ccc(C(=O)Oc2ccc(Br)cc2C(=S)N2CCOCC2)cc1	i	i	i	i	-20	-9	i	i	12	i	i
CCCCNc1c(-c2ccc(-c3cccc(Cl)c3)cc2)nc2ccccn12	i	i	i	i	4	-19	i	i	0	i	i
COc1cc2[nH]c(=S)n(C3CCN(Cc4ccccc4)CC3)c(=O)c2cc1OC	i	i	i	i	-11	-10	i	i	0	i	i
COc1ccc(/C(=N\O)c2nccc3cc(OC)c(OC)cc23)cc1OC	i	i	i	i	3	-12	i	i	-5	i	i
COc1ccccc1CNC(=O)C1CCN(C(=O)c2sccc2-n2cccc2)CC1	i	i	i	i	-9	-10	i	i	3	i	i

Part of the list above in order of heavy-atom count, highest first.
SMILES	TRPC4 agonist	KCNK3 inh	TRPC4 potent	TRPC4 block	Platelet DG rel	hERG rescue	KCNK9 inh	KCNQ1 pot	Dyrk1A ADPGlo	KCNQ1 block	PolyA inh
CCOC(=O)c1c(NC(=O)COC(=O)c2ccc(O)cc2)sc(C(=O)NC)c1C	i	i	i	i	-2	-3	i	i	-2	i	i
O=C(COC(=O)CCc1nc2ccccc2c(=O)[nH]1)NC1CCS(=O)(=O)C1 (centres undefined)	i	i	i	i	-3	-4	i	i	-3	i	i
S=c1[nH]nc(-c2ccccc2)n1/N=C/c1cccs1	i	i	i	i	-4	0	i	i	23	i	i
N#C/C(=C\c1ccc[nH]1)C(=O)c1ccccc1	i	i	i	i	8	-3	i	i	-4	i	i

(listing goes on)
SMILES	TRPC4 agonist	KCNK3 inh	TRPC4 potent	TRPC4 block	Platelet DG rel	hERG rescue	KCNK9 inh	KCNQ1 pot	Dyrk1A ADPGlo	KCNQ1 block	PolyA inh
Cc1csc(NC(=O)c2ccc(Cn3nc(C)c(Br)c3C)o2)n1	i	i	i	i	0	-23	i	i	0	i	i
O=S(=O)(NCCOCC(F)(F)C(F)F)c1ccc2oc3ccccc3c2c1	i	i	i	i	-6	-9	i	i	0	i	i
CC1CC(C)CN(S(=O)(=O)N2CCC(C(=O)NCc3ccco3)CC2)C1 (centres undefined)	i	i	i	i	-1	1	i	i	-1	i	i
O=C(Nc1ccccc1Oc1cccnc1)C1CCCN(Cc2ccc(F)cc2)C1 (centres undefined)	i	i	i	-6*	0	-12	i	i	-2	i	i
CN1C(=S)SC(/[N+]([O-])=C\c2ccccc2F)C1(C)C (centres undefined)	i	i	i	i	-1	-4	i	i	7	i	i
Cc1ccc(-n2nc(C)c3c(C(=O)OCC(=O)N(C)C4CCS(=O)(=O)C4)cc(-c4ccccc4)nc32)cc1 (centres undefined)	i	i	i	i	-6	-9	i	i	-1	i	i
Cc1ccc(S(=O)(=O)N(C)c2ccc(OC(=O)c3ccc(=O)[nH]c3)cc2)cc1	i	i	i	i	19	-9	i	i	2	i	i
COc1ccc(-c2ccc(S(=O)(=O)n3nc(OC(=O)c4cccs4)cc3N)cc2)cc1	i	i	i	i	11	-7	i	i	-5	i	i
CN(CCOc1ccccc1)C(=O)C1CCC(=O)N(CCCN2CCOCC2)C1 (centres undefined)	i	i	i	i	4	-6	i	i	16	i	i
CCc1noc(C)c1C(=O)N(C)CC(=O)Nc1ccc(Cl)c(Cl)c1	i	i	i	i	-8	-15	i	i	11	i	i
CC1CCN(CC(O)CN2c3ccccc3Sc3ccccc32)CC1 (centres undefined)	i	i	i	i	8	-9	i	i	2	i	i

TRPC4 block, entries above that show a hit
SMILES,TRPC4 agonist,KCNK3 inh,TRPC4 potent,TRPC4 block,Platelet DG rel,KCNK9 inh,Dyrk1A ADPGlo,KCNQ1 block,PolyA inh
O=C(Nc1ccccc1Oc1cccnc1)C1CCCN(Cc2ccc(F)cc2)C1 (centres undefined),i,i,i,-6*,0,i,-2,i,i

A portion of the library, so the mix of outcomes need not match the whole.
